HTR2A ag: mouse HTR2A agonism via beta-arrestin recruitment; CHO-K1 mHTR2A beta-arrestin complementation, luminescence; percent of 30 µM serotonin response; activation, % at 7.6 µM; 360,000 compounds, 0.66% hits;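 active = activation above a run cutoff, the mean activation of all tested compounds plus 3 SD, cut at about 14% in these data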;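 also: 0% = plate median of compound wells and 100% = 30 µM serotonin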
Target sequence (P35363 whole entry, looked up): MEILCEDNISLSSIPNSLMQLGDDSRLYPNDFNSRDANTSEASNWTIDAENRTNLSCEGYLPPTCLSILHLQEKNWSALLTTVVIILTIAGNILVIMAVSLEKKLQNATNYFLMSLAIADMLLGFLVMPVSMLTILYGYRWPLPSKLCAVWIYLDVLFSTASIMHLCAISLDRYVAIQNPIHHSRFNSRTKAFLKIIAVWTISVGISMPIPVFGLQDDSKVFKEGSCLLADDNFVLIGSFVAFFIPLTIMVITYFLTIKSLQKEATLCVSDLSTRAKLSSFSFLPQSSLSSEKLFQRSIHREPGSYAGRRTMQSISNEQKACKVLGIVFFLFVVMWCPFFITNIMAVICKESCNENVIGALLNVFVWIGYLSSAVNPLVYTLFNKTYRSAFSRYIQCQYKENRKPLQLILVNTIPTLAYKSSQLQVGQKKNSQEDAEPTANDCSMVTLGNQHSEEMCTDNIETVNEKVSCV
H9c2 protect: modulators protecting cardiomyocytes from myocardial damage; H9c2 cardiomyocytes, H2O2 injury protection, ATPLite, 2 h; AID 588492; protection from H2O2 cell death, % at 20 µM; 360,000 compounds, 0.63% hits;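 active = compounds giving at least 50% protection of heart cells from peroxide-induced death in the single-dose screen, raw or plate-pattern-corrected value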;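 also: 0% = DMSO wells with peroxide and 100% = DMSO wells without peroxide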
ABCB6 inh MLPCN: blocks the human ABCB6 transporter; Q9NP58; K562-ABCB6 porphyrin accumulation, flow cytometry, 1 h; active compounds read low; fluorescence ratio to DMSO, % at 10 µM; 360,000 compounds, 0.19% hits; AID 602162;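 active = fluorescence ratio to DMSO below 75%, the collection mean minus 3 SD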;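 also: signal is porphyrin accumulated inside mitochondria; 100% equals median channel fluorescence of DMSO control wells; lower ratio means ABCB6 inhibition with less porphyrin fluorescence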
NOD2-RIPK2 inh: inhibitors of human NOD2-RIPK2 interaction | O43353 | CHO BLA complementation NOD2-RIPK2, CCF4 ratio | inhibition, % at 4.98 µM | 360,000 compounds, 0.38% hits | AID 624267; in the data active = inhibition above about 21%;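 also: 0% = vehicle only and 100% = reference blocker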
Target sequence (O43353 whole entry, looked up): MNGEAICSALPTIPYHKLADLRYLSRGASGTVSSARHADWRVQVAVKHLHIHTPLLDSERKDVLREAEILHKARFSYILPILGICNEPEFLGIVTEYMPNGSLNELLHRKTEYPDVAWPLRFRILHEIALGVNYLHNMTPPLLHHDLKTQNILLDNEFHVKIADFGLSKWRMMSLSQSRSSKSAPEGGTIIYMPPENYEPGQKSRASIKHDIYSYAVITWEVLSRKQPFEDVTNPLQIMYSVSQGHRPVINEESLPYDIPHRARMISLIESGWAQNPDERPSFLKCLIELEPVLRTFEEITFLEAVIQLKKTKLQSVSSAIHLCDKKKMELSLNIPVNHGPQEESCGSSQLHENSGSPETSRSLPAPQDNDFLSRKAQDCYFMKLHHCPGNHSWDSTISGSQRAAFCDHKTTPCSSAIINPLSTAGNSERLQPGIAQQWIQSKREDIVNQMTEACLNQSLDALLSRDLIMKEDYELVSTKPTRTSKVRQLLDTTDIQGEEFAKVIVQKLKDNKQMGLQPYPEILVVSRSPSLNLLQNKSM
TLR9-MyD88 block: blocks human TLR9 binding to MyD88 | CHO BLA complementation TLR9-MyD88, CCF4 FRET ratio | inhibition, % at 4.98 µM | 340,000 compounds, 0.21% hits;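 active = inhibition above the mean over all tested compounds plus 3 SD, cut at about 21% in these data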;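 also: 0% = DMSO only wells and 100% = clavulanate BLA inhibitor control wells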
Glyco luc inh: N-linked glycosylation inhibition. D54 ERlucT glycosylation luciferase reporter, 24 h; percent of 100 nM tunicamycin response. reporter increase, % at 12.5 µM. 360,000 compounds, 0.23% hits. AID 588692;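 active = mean luciferase reporter signal, scaled so untreated is 0 and the glycosylation-blocking control 100, at or above a set limit in every replicate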;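 also: luciferase carries N-glycosylation sites so blocking glycosylation raises the light; 0% = median of neutral control wells and 100% = median of 100 nM tunicamycin wells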
NCOA2 inhibitor: inhibits human steroid receptor coactivator 2 | Q15596 | HEK293 GAL4-SRC2 luciferase reporter, luminescence | inhibition, % at 9 µM | 370,000 compounds, 0.17% hits | AID 651957;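 active = inhibition above the mean inhibition of all tested compounds plus 3 SD, set per campaign, cut at about 52% in these data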;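 also: 0% = DMSO treated cells and 100% = cells given Gossypol at 36 µM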
MC4R ag barr: agonists of human melanocortin 4 receptor (MC4R) beta-arrestin; P32245; U2OS MC4R beta-arrestin complementation, luminescence; percent of melanotan II response, DMSO zero; AID 540308; activation, % at 8.9 µM; 360,000 compounds, 0.98% hits;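 active = activation above a per-plate cutoff, the mean activation of sample wells on that plate plus 3 SD, cut at about 8% in these data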
ABHD5-PLIN5 inh: inhibitors of human ABHD5-perilipin-5 interaction | Q00G26+Q8WTS1 | Split G. princeps luciferase complementation, luminescence, 4 h | inhibition, % at 4 µM | 360,000 compounds, 0.78% hits | AID 602281;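 active = inhibition above the mean inhibition across every tested compound plus 3 SD, cut at about 22% in these data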;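 also: 0% = DMSO only wells and the 100% control is not disclosed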
MC4R antagonist: human MC4R antagonism in cAMP assay | P32245 | MC4R-expressing cells, MTII-stimulated cAMP, LANCE TR-FRET | inhibition, % at 6.5 µM | 360,000 compounds, 0.48% hits | AID 540295;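 active = inhibition above its plate's cutoff, the mean of tested wells on that plate plus 3 SD, cut at about 29% in these data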;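 also: 0% = Melanotan II alone and 100% = Melanotan II plus saturating MCL0020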
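System – human MC4R-expressing U2OS cells · Also added – Melanotan II · Dosing – one concentration, 6.5 µM nominal · Timing – 30-min compound, 1-h challenge, 1-h detection, room temperature · Measured by – Eu-cAMP/anti-cAMP TR-FRET, emission 671 nm · Replicates – singlicate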
An asterisk follows results filed as active.

What do the screens show for `CCc1cc(C(=O)N2CCN(S(=O)(=O)c3ccc(Cl)cc3)CC2)sc1C`?
HTR2A ag: 0; H9c2 protect: -7; ABCB6 inh MLPCN: 95; NOD2-RIPK2 inh: -2; TLR9-MyD88 block: -6; Glyco luc inh: -3; NCOA2 inhibitor: 12; MC4R ag barr: 0.6; ABHD5-PLIN5 inh: 4; MC4R antagonist: 4

What do the screens show for `C/C(CCc1ccc2c(c1)OCO2)=N\N=C1\NC(=O)CC(C(=O)Nc2ccccc2)S1` (stereo not given)?
HTR2A ag: -2; H9c2 protect: 1; ABCB6 inh MLPCN: 96; NOD2-RIPK2 inh: -5; TLR9-MyD88 block: -7; Glyco luc inh: 1; NCOA2 inhibitor: -24; MC4R ag barr: 0.5; ABHD5-PLIN5 inh: 4; MC4R antagonist: 9

How did CC(=O)NNC(=O)c1sc(=S)n2c1[nH]c(=O)c1sccc12 do in these assays?
HTR2A ag: 0; H9c2 protect: 3; ABCB6 inh MLPCN: 92; NOD2-RIPK2 inh: -10; TLR9-MyD88 block: -2; Glyco luc inh: 2; NCOA2 inhibitor: 9; MC4R ag barr: 0.1; ABHD5-PLIN5 inh: 7; MC4R antagonist: 11

Results for CN(C[C@H](Cc1ccccc1)N(CCN(CCc1ccccc1)N=O)N=O)N=O ?
HTR2A ag: -2; H9c2 protect: 1; ABCB6 inh MLPCN: 100; NOD2-RIPK2 inh: 8; TLR9-MyD88 block: 5; Glyco luc inh: -1; NCOA2 inhibitor: 7; MC4R ag barr: -0.2; ABHD5-PLIN5 inh: 0; MC4R antagonist: 12

Results for CSCC[C@H](NC(=O)OC(C)(C)C)c1nnc(SCC(N)=O)o1 ?
HTR2A ag: -5; H9c2 protect: -2; ABCB6 inh MLPCN: 110; NOD2-RIPK2 inh: -6; TLR9-MyD88 block: 1; Glyco luc inh: -1; NCOA2 inhibitor: -9; MC4R ag barr: -2.0; ABHD5-PLIN5 inh: 2; MC4R antagonist: 1

What do the screens show for `COc1ccc(-c2nn(-c3ccccc3)cc2/C=N/O)cc1OC`?
HTR2A ag: 2; H9c2 protect: 6; ABCB6 inh MLPCN: 102; NOD2-RIPK2 inh: 10; TLR9-MyD88 block: 6; Glyco luc inh: -7; NCOA2 inhibitor: -7; MC4R ag barr: 2.0; ABHD5-PLIN5 inh: -3; MC4R antagonist: -27

How did Cc1cc(N(CCO)CCO)ccc1N=Nc1cc(F)ccc1F do in these assays?
HTR2A ag: -4; H9c2 protect: -7; ABCB6 inh MLPCN: 96; NOD2-RIPK2 inh: -7; TLR9-MyD88 block: 8; Glyco luc inh: 0; NCOA2 inhibitor: -32; MC4R ag barr: -4.0; ABHD5-PLIN5 inh: 31*; MC4R antagonist: 3

Results for CC1(C)Cc2c(C#N)c(N3CCN(C(=O)c4ccccc4)CC3)nc(Cc3ccccc3)c2CO1 ?
HTR2A ag: 5; H9c2 protect: -7; ABCB6 inh MLPCN: 185; NOD2-RIPK2 inh: -9; TLR9-MyD88 block: -5; Glyco luc inh: -6; NCOA2 inhibitor: -47; MC4R ag barr: 0.7; ABHD5-PLIN5 inh: 5; MC4R antagonist: -1

What do the screens show for `CC(=O)N1CCN(c2nc(CC(C)C)c3c(c2C#N)CCC3)CC1`?
HTR2A ag: -2; H9c2 protect: 1; ABCB6 inh MLPCN: 91; NOD2-RIPK2 inh: -4; TLR9-MyD88 block: 1; Glyco luc inh: 1; NCOA2 inhibitor: -10; MC4R ag barr: 5.1; ABHD5-PLIN5 inh: -2; MC4R antagonist: 2

What do the screens show for `O=C1CN(C(=O)CSc2nc3ccccc3c(=O)n2CC2CCCO2)c2ccccc2N1` (stereo not given)?
HTR2A ag: 1; H9c2 protect: 18; ABCB6 inh MLPCN: 95; NOD2-RIPK2 inh: 4; TLR9-MyD88 block: -8; Glyco luc inh: -3; NCOA2 inhibitor: 3; MC4R ag barr: -1.4; ABHD5-PLIN5 inh: 4; MC4R antagonist: 0

What do the screens show for `COCCNC(=O)C(OC(=O)c1cc2oc(C)cc2n1C)C(C)C` (stereo not given)?
HTR2A ag: -2; H9c2 protect: 0; ABCB6 inh MLPCN: 94; NOD2-RIPK2 inh: -7; TLR9-MyD88 block: -7; Glyco luc inh: 1; NCOA2 inhibitor: -12; MC4R ag barr: 0.6; ABHD5-PLIN5 inh: -4; MC4R antagonist: -2

How did Cc1cc2ncn(S(=O)(=O)c3ccc(S(=O)(=O)N4CCOCC4)cc3)c2cc1C do in these assays?
HTR2A ag: -5; H9c2 protect: -1; ABCB6 inh MLPCN: 96; NOD2-RIPK2 inh: -7; TLR9-MyD88 block: 0; Glyco luc inh: 0; NCOA2 inhibitor: -1; MC4R ag barr: -2.3; ABHD5-PLIN5 inh: -1; MC4R antagonist: 9

What do the screens show for `Cc1ccc(S(=O)(=O)N(C)C)cc1NC(=O)COC(=O)CCC1CCCCC1`?
HTR2A ag: 5; H9c2 protect: -6; ABCB6 inh MLPCN: 93; NOD2-RIPK2 inh: -4; TLR9-MyD88 block: 9; Glyco luc inh: 3; NCOA2 inhibitor: 8; MC4R ag barr: -1.9; ABHD5-PLIN5 inh: 2; MC4R antagonist: 3

Results for Cc1cc(C)n(CCC(=O)N/N=C/c2ccccc2O)n1 ?
HTR2A ag: 4; H9c2 protect: 54*; ABCB6 inh MLPCN: 102; NOD2-RIPK2 inh: 0; TLR9-MyD88 block: -2; Glyco luc inh: 2; NCOA2 inhibitor: 3; MC4R ag barr: -0.8; ABHD5-PLIN5 inh: 3; MC4R antagonist: 1

How did O=C(NCC1CCCO1)c1ccc2c3n(nc2c1)-c1ccccc1CO3 (stereo not given) do in these assays?
HTR2A ag: -4; H9c2 protect: -5; ABCB6 inh MLPCN: 94; NOD2-RIPK2 inh: 2; TLR9-MyD88 block: 1; Glyco luc inh: -4; NCOA2 inhibitor: -85; MC4R ag barr: 0.9; ABHD5-PLIN5 inh: 7; MC4R antagonist: 6

What do the screens show for `Cc1ccc(N(C(C)C(=O)N2CCN(Cc3ccccc3)CC2)S(C)(=O)=O)cc1` (stereo not given)?
HTR2A ag: 2; H9c2 protect: -8; ABCB6 inh MLPCN: 99; NOD2-RIPK2 inh: -7; TLR9-MyD88 block: -2; Glyco luc inh: 0; NCOA2 inhibitor: 1; MC4R ag barr: 1.4; ABHD5-PLIN5 inh: -3; MC4R antagonist: 0

Results for CCOC(=O)Cc1csc(NC(=O)CCN2C(=O)c3cccc([N+](=O)[O-])c3C2=O)n1 ?
HTR2A ag: 4; H9c2 protect: -1; ABCB6 inh MLPCN: 94; NOD2-RIPK2 inh: 1; TLR9-MyD88 block: -5; Glyco luc inh: -1; NCOA2 inhibitor: -14; MC4R ag barr: 1.0; ABHD5-PLIN5 inh: 8; MC4R antagonist: 44*

What do the screens show for `COc1cccc(-c2cc3nc(NCCCN(C)C)n(C)c(=O)c3s2)c1`?
HTR2A ag: -5; H9c2 protect: 5; ABCB6 inh MLPCN: 95; NOD2-RIPK2 inh: 3; Glyco luc inh: 0; NCOA2 inhibitor: -9; MC4R ag barr: -1.2; ABHD5-PLIN5 inh: 11; MC4R antagonist: 2

Results for Cc1ccc(C(=O)NC2CCN(CC(=O)NC3CCC(C)CC3)CC2)cc1 (stereo not given) ?
HTR2A ag: -2; H9c2 protect: -3; ABCB6 inh MLPCN: 106; NOD2-RIPK2 inh: -1; TLR9-MyD88 block: -1; Glyco luc inh: 0; NCOA2 inhibitor: -25; MC4R ag barr: -1.9; ABHD5-PLIN5 inh: -6; MC4R antagonist: 14

What do the screens show for `C[C@H](CO)N1C[C@H](C)[C@@H](CN(C)C(=O)c2ccc(N3CCN(C)CC3)cc2)OCc2cnnn2CCCC1=O`?
HTR2A ag: 4; H9c2 protect: 6; ABCB6 inh MLPCN: 98; NOD2-RIPK2 inh: 0; Glyco luc inh: 1; NCOA2 inhibitor: -8; ABHD5-PLIN5 inh: 6

What do the screens show for `O=C(Nc1oc2ccccc2c(=O)c1-c1ccc(Cl)cc1)c1ccco1`?
HTR2A ag: -2; H9c2 protect: 5; ABCB6 inh MLPCN: 101; NOD2-RIPK2 inh: 2; TLR9-MyD88 block: 5; Glyco luc inh: 0; NCOA2 inhibitor: -2; MC4R ag barr: -1.1; ABHD5-PLIN5 inh: 6; MC4R antagonist: -2

Results for CCOc1ccc(NC(=O)CSC(N)=O)cc1 ?
HTR2A ag: -5; H9c2 protect: 2; ABCB6 inh MLPCN: 107; NOD2-RIPK2 inh: 2; TLR9-MyD88 block: 11; Glyco luc inh: 1; NCOA2 inhibitor: 16; MC4R ag barr: -2.1; ABHD5-PLIN5 inh: -22; MC4R antagonist: -17

How did CC(C)Nc1nc(-c2ccccn2)nc(-c2ccccc2)c1C#N do in these assays?
HTR2A ag: 2; H9c2 protect: 8; ABCB6 inh MLPCN: 99; NOD2-RIPK2 inh: 16; TLR9-MyD88 block: 9; Glyco luc inh: 1; NCOA2 inhibitor: 9; MC4R ag barr: -1.1; ABHD5-PLIN5 inh: 1; MC4R antagonist: -2

What do the screens show for `COc1ccc(C(C(=O)NC2CCCC2)N(C(=O)c2snc(C(N)=O)c2N)c2cccc(O)c2)cc1` (stereo not given)?
HTR2A ag: 2; H9c2 protect: 52*; ABCB6 inh MLPCN: 97; NOD2-RIPK2 inh: -18; TLR9-MyD88 block: 6; Glyco luc inh: 1; MC4R ag barr: 0.5; ABHD5-PLIN5 inh: 0; MC4R antagonist: -3

How did COC(=O)c1cccc(NC(=O)CSc2nnc(C)o2)c1 do in these assays?
HTR2A ag: -6; H9c2 protect: -4; ABCB6 inh MLPCN: 102; NOD2-RIPK2 inh: 0; TLR9-MyD88 block: -2; Glyco luc inh: 1; NCOA2 inhibitor: 2; MC4R ag barr: 0.9; ABHD5-PLIN5 inh: -4; MC4R antagonist: 16

Results for CC(C)N(C(=O)CSc1nnc(Cn2nnc3ccccc32)n1C)C(C)C ?
HTR2A ag: -1; H9c2 protect: -19; ABCB6 inh MLPCN: 115; NOD2-RIPK2 inh: -6; TLR9-MyD88 block: -4; Glyco luc inh: 1; NCOA2 inhibitor: 3; MC4R ag barr: -0.4; ABHD5-PLIN5 inh: 2; MC4R antagonist: 0

What do the screens show for `Cc1ccccc1NC(=O)CN1C(=O)S/C(=C\c2ccc(-c3cc(C(=O)O)ccc3C)o2)C1=O`?
HTR2A ag: 2; H9c2 protect: 2; ABCB6 inh MLPCN: 90; NOD2-RIPK2 inh: 1; TLR9-MyD88 block: 1; Glyco luc inh: -1; NCOA2 inhibitor: -46; MC4R ag barr: 2.0; ABHD5-PLIN5 inh: 8; MC4R antagonist: 3

What do the screens show for `O=C(COC(=O)CCC(=O)c1ccccc1)NNC(=O)c1ccc(Cl)cc1`?
HTR2A ag: 5; H9c2 protect: -2; ABCB6 inh MLPCN: 102; NOD2-RIPK2 inh: -5; TLR9-MyD88 block: 2; Glyco luc inh: 1; NCOA2 inhibitor: -5; MC4R ag barr: -1.9; ABHD5-PLIN5 inh: -7; MC4R antagonist: 10

Not all compounds are listed; count on the stated rates, not on these rows.
